CHO-K1 Ca PAM = nonselective calcium activators in parental CHO-K1 cells, primary screen, counter-screen for M1 PAM project, cell-based, Fluo-8 calcium fluorescence, full deck, 1536-well | ATP EC20; 0% at ATP EC20, 100% at ATP max | activation, % at 3 µM | 360,000 compounds, 0.02% hits;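 active = activation above the run cutoff, the mean activation of all test compounds plus 3 SD, cut at about 40% in these data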;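 note: peak over basal fluorescence ratio in a 140 s read after ATP addition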
CHO parental Ca = ATP-evoked calcium signal inhibitors, parental CHO, primary screen, counter-screen for OX1R antagonist project, cell-based, fluorescence, Fluo-8 calcium dye. parental CHO-K1, ATP-induced calcium, Fluo-8 fluorescence. inhibition, % at 5.6 µM. AID 463079, 2010. 330,000 compounds, 0.63% hits;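 active = inhibition above that plate's mean sample inhibition plus 3 SD, cut at about 26% in these data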;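 note: 0% = ATP-challenged DMSO wells and 100% = DMSO wells without ATP; some compounds past the cut are filed as inactive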
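material = parental CHO cells | also added = ATP as calcium-mobilizing challenge | dosing = single point at 5.6 µM | detection = intracellular calcium via Fluo-8 no-wash fluorescent dye | read-out = % inhibition | benchmarks = low control ATP plus DMSO, high control DMSO only | repeats = one well per compound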
CHO-K1 Ca antag = nonselective inhibitor or artifact in parental CHO-K1 cells; ATP-induced calcium, Fluo-8 fluorescence; inhibition, % at 3 µM; 360,000 compounds, 0.6% hits; AID 602250;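 active = inhibition above a per-plate cutoff, the plate's mean sample inhibition plus 3 SD, cut at about 24% in these data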;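 note: 0% = DMSO plus EC80 ATP and 100% = DMSO alone without ATP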
TAAR1 agonist = human TAAR1 agonists, primary screen, Fluo-8 calcium fluorescence, CHO RD-HGA16 cells; Trace amine-associated receptor 1 (Homo sapiens), Q96RJ0; vehicle wells 0%, saturating PEA agonist 100%; activation, % at 3 µM; 360,000 compounds, 0.99% hits; AID 624467, 2012;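 active = activation above the mean activation of all test compounds in the run plus 3 SD, cut at about 38% in these data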
Target sequence (Q96RJ0 whole entry, looked up): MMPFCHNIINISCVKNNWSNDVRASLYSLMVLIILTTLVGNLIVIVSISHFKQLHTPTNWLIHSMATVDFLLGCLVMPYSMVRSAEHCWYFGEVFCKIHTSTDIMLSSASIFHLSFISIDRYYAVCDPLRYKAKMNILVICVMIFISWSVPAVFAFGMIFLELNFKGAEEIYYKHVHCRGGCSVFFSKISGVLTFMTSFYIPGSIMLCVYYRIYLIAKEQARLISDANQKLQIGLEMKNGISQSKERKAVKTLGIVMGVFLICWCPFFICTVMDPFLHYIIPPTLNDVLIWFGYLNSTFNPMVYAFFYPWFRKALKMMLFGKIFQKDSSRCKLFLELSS
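test system = CHO RD-HGA16 cells carrying human TAAR1 plus Gα16 | schedule = 17-24 h seeding, 75 min 37 °C dye, 30 min RT | compound dosing = 3 µM single concentration | control set = DMSO and PEA EC100 | replicates = n 1 | signal = Fluo-8 fluorescence, 5 s baseline then 140 s kinetic read | measure = percent activation vs PEA EC100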
M1 antag = human M1 muscarinic receptor antagonists, primary screen, CHO-K1 cells, Fluo-8 calcium fluorescence, 1536-well. inhibition, % at 3 µM. Muscarinic acetylcholine receptor M1 (Homo sapiens), P11229. 360,000 compounds, 1.3% hits. CHO-K1 hM1, ACh EC80 antagonist;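 active = percent inhibition above its own plate's cutoff, namely the mean of that plate's compound wells plus 3 SD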;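 note: peak over basal fluorescence ratio during 140 s after agonist addition; 0% = ACh EC80 plus DMSO and 100% = DMSO alone without agonist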
TAAR1 antag = human TAAR1 antagonists, primary screen, Fluo-8 calcium fluorescence, CHO RD-HGA16 cells; Trace amine-associated receptor 1 (Homo sapiens), Q96RJ0; 360,000 compounds, 1.5% hits; antagonist; inhibition, % at 3 µM; AID 624466, 2012;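 active = inhibition above a per-plate cutoff, the mean inhibition of test compounds on that plate plus 3 SD, cut at about 49% in these data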;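 note: 0% = DMSO plus EC80 beta-PEA response and 100% = DMSO alone without agonist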
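Test system: RD-HGA16 CHO cells with stable hTAAR1 and Gα16 / Probe or stimulus: EC80 β-phenethylamine stimulus / Times: seeding 17-24 h prior, 75-min 37 °C, 30-min RT dye loading / Detection: Fluo-8 calcium-sensitive fluorescence / Read-out basis: % inhibition scaled between DMSO and EC80 PEA controls / Repeats: singlicate, one well per test compound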
OXTR potentiate = human OXTR potentiators, primary screen, fluorescence, CHO-OTR cells, Fluo-8 calcium | Fluo-8 calcium fluorescence, potentiator mode; 0% = oxytocin EC15, 100% = EC100 | activation, % at 3 µM | 320,000 compounds, 0.061% hits;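 active = activation above that plate's cutoff, the mean activation of tested compounds plus 3 SD, cut at about 6.6% in these data, passing the limit was not always enough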;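 note: 100% uses oxytocin at 75 nM as the full agonist control; some results filed as inactive read as strong as hits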
Target sequence (P30559 whole entry, looked up): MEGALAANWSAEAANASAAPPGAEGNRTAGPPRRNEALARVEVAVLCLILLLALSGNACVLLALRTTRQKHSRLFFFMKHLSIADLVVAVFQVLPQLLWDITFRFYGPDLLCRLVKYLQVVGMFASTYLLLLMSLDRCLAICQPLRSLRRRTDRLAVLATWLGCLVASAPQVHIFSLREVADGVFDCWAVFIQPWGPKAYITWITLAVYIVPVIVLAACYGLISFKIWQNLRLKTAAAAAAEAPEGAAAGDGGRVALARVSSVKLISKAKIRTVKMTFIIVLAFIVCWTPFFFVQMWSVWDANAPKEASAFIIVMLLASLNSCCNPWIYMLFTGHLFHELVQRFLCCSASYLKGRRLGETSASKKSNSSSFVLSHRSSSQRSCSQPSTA
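Dosing: Single dose, 3.0 µM nominal final compound concentration | Material: Human OTR in CHO cells | Technique: Kinetic Fluo-8 calcium fluorescence | Benchmarks: EC15 oxytocin alone as 0%, 75 nM oxytocin as 100% | Probe or stimulus: Oxytocin at about EC15, sub-maximal agonist stimulus | Incubation: Compound 6 min at room temperature before oxytocin, 100 s read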
CHO-K1 Ca ag = counter-screen for M1 agonists: effect in parental CHO-K1 cells | activation, % at 3 µM | Fluo-8 calcium fluorescence; scaled to maximal ATP response, vehicle zero | 360,000 compounds, 0.48% hits | AID 602248, 2012; in the data active = activation above about 15%;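 note: untransfected CHO-K1 host cells lacking M1 receptor as counterscreen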
CHRM1 agonist = human M1 muscarinic receptor agonists, primary screen, Fluo-8 calcium fluorescence, CHO-K1 cells, HTS | Muscarinic acetylcholine receptor M1 (Homo sapiens), P11229 | CHO-K1 hM1, agonist mode; 0% DMSO, 100% acetylcholine EC100 | activation, % at 3 µM | 360,000 compounds, 0.33% hits | AID 588814, 2011;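 active = activation above the run's mean compound activation plus 3 SD, cut at about 16% in these data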;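 note: peak over basal fluorescence ratio within a 140 s kinetic read after compound addition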
* marks the source's active call; other numbers are inactive results; . = not tested or not shown.

Start of the data: the first 4 records (preview)
SMILES	CHO-K1 Ca PAM	CHO parental Ca	CHO-K1 Ca antag	TAAR1 agonist	M1 antag	TAAR1 antag	OXTR potentiate	CHO-K1 Ca ag	CHRM1 agonist
Cc1ccc(S(=O)(=O)N2CCCC2)cc1C(=O)NCCOc1ccccc1	-16	-16	19	-3	27	11	-2	-0.2	-3
O=C(NCCc1ccccn1)C1CCN(S(=O)(=O)c2ccc3ccccc3c2)CC1	11	-8	-1	1	5	12	4	0.0	-13
O=C(Cn1cnc([N+](=O)[O-])n1)N/N=C/c1ccc2ccccc2c1	11	1	0	8	8	3	-12	0.7	-3
CCOc1ccc(NC(=O)CNC(=O)Cc2ccccc2)cc1	11	.	-9	-1	-8	5	.	0.1	-1

All compounds of this part, previewed entries included:
SMILES	CHO-K1 Ca PAM	CHO parental Ca	CHO-K1 Ca antag	TAAR1 agonist	M1 antag	TAAR1 antag	OXTR potentiate	CHO-K1 Ca ag	CHRM1 agonist
Cc1ccc(S(=O)(=O)N2CCCC2)cc1C(=O)NCCOc1ccccc1	-16	-16	19	-3	27	11	-2	-0.2	-3
O=C(NCCc1ccccn1)C1CCN(S(=O)(=O)c2ccc3ccccc3c2)CC1	11	-8	-1	1	5	12	4	0.0	-13
O=C(Cn1cnc([N+](=O)[O-])n1)N/N=C/c1ccc2ccccc2c1	11	1	0	8	8	3	-12	0.7	-3
CCOc1ccc(NC(=O)CNC(=O)Cc2ccccc2)cc1	11	.	-9	-1	-8	5	.	0.1	-1
O=C(NCCCN1CCOCC1)C1(c2ccccc2)CCOCC1	7	2	-8	12	-4	1	0	0.5	-5
O=C(O)CN1C(=O)/C(=C\c2cc(Br)ccc2OCc2ccccc2F)SC1=S	-1	-12	-4	-1	-9	-12	-19	-0.2	-3
CCc1ccccc1NC(=O)c1cc2sccc2n1C	25	-7	-13	5	8	-10	-1	0.4	-8
CCOC(=O)N1CCN(C(=O)CCn2nc(-c3ccccc3)ccc2=O)CC1	17	-5	-2	0	-9	-3	-1	0.8	-3
Clc1ccc(NCc2cccnc2)c(Cl)c1	18	5	-8	1	6	-12	-5	2.8	-7
CN(C)CCN1C(=O)C(O)=C(C(=O)c2cc3ccccc3o2)C1c1cccc(Br)c1 (stereo not drawn)	12	-1	-7	2	-4	12	-7	0.0	2
Cc1ccc(S(=O)(=O)Nc2c(C)n(C)n(-c3ccccc3)c2=O)cc1C(=O)OCC(=O)N1CCCC(C)C1 (stereo not drawn)	9	-23	-13	14	-19	-17	0	-0.6	-5
O=C(O)Cn1c(SC2CCCCC2)nc2ccccc21	10	-18	-7	0	1	-3	-11	0.2	-3
CC(C)NC(=O)Nc1ccc2c(c1)C(=O)N([C@H](C)CO)C[C@H](C)[C@@H](CN(C)S(=O)(=O)c1cn(C)cn1)O2	10	-5	-13	1	-15	-23	-2	0.9	-3
O=C(O)CSc1cc(C(=O)c2ccccc2O)cn2c(=O)c3c4c(sc3nc12)CCCC4	16	.	-14	2	-13	-16	.	0.3	-2
Cc1nc2ccccc2c(=O)n1NC(=O)C1CC1C (stereo not drawn)	19	0	-12	0	-11	-1	-1	0.5	-3
CC1Cc2ccccc2N1C(=O)CSc1ncccn1 (stereo not drawn)	3	-10	-2	4	-4	-32	-6	0.7	-2
COc1cc(CC(=O)OCC(=O)Nc2ccccc2C#N)cc(OC)c1OC	3	-2	-2	14	4	3	-13	4.4	3
N#CCOC(=O)C1CSC2(c3ccc(Br)cc3)CCC(=O)N12 (stereo not drawn)	6	-10	-2	3	2	-7	-2	0.4	0
CC1CCc2c(C(=O)NCc3ccccn3)csc2C1 (stereo not drawn)	3	-7	-13	5	-15	-16	-3	0.5	-3
CN(C(=O)CN1C(=O)NC(C)(c2cccc(Br)c2)C1=O)C1CCCCC1 (stereo not drawn)	-3	-11	11	3	2	2	-9	1.5	0
CCCCOc1ccc(C(C)NC(=O)CCS(=O)(=O)Cc2ccc(C)cc2)cc1 (stereo not drawn)	6	-7	4	25	-1	3	-6	1.6	7
N#Cc1cc(-c2ccccc2)nn1-c1ccccc1	20	0	-13	5	-8	-6	-8	-0.1	-3
O=C(CCNC(=O)C1CCN(S(=O)(=O)c2ccc(F)cc2)CC1)NCc1ccccc1Cl	-17	-14	-8	0	-13	7	-7	0.8	-2
CCC(C)NC(=O)Cn1cnc([N+](=O)[O-])c1 (stereo not drawn)	18	-9	-1	2	-4	15	-2	0.3	-6
O=C(N/N=C/c1ccc(OCc2ccccc2)cc1)c1ccncc1	-6	6	-3	20	3	21	-8	2.9	-2
COCCn1c(COc2ccc(Cl)cc2)nnc1SCC(N)=O	14	2	-17	.	-4	.	-5	0.3	-4
COc1ccc(CN2CC(=O)N(c3ccc(C)cc3)C2=S)cc1OC	7	-19	-5	0	-21	-2	-18	0.6	-1
CC1CCCC(NC(=S)NC(=O)c2ccccc2Br)C1C (stereo not drawn)	9	-3	6	14	18	37	-5	-0.1	-8
CCc1nc2ccc(C(=O)N(CC)CC(=O)Nc3c(F)cccc3F)cc2nc1CC	-5	-19	-8	2	-16	-3	1	0.8	3
Cc1cc(Br)ccc1OCC(=O)NNC(=O)CCc1ccccc1	11	-1	-18	-2	-19	2	-3	1.9	1
O=C(COC(=O)c1cc(=O)[nH]c2ccccc12)Nc1ccc(F)cc1F	15	-20	-17	3	-11	1	3	2.8	-2
COCCn1nnnc1C(c1cc2cc(C)ccc2[nH]c1=O)N1CCCCCC1 (stereo not drawn)	-8	-5	-3	.	-6	.	-3	0.4	1
COC(=O)Nc1snnc1C	15	1	-5	9	-7	-14	-3	0.9	-2
O=C(OCc1nnc(-c2ccccc2)o1)C1CC(=O)N(c2ccccc2)C1 (stereo not drawn)	7	-14	-5	1	-9	-31	-8	3.1	-3
Cn1c(CCC(=O)Nc2ccc(S(C)(=O)=O)cc2)nc2cc(S(=O)(=O)N3CCOCC3)ccc21	19	.	-13	2	-17	4	.	0.9	-4
Nc1nnc(CCOc2ccc(Cl)cc2)s1	8	-17	-3	5	-8	14	-6	0.8	0
COc1ccc(N2CCN(C(=O)CCc3nnc4ccc(N5CCOCC5)nn34)CC2)cc1	1	-8	12	6	-7	-36	-12	-0.5	-6
COc1ccc(C(=O)NC2CCN(C(=O)NCc3ccccc3)CC2)cc1	10	-19	-16	-2	-11	-8	-7	0.6	-5
N#Cc1cc(N)c(Nc2ccccc2)cc1C#N	12	3	5	5	16	12	-19	5.0	2
O=C(CSc1nc2cc3c(cc2c(=O)n1CCC1=CCCCC1)OCO3)NCc1ccco1	-1	-13	8	3	7	15	1	0.1	-3
COc1ccccc1N(CC(=O)NCCC1=CCCCC1)S(=O)(=O)c1ccccc1	13	-34	-6	6	-3	-3	-11	-0.8	-13
CNC(=O)CS(=O)CC(=O)Nc1cc(OC(C)C)c(Cl)cc1Cl (stereo not drawn)	21	-12	-9	4	-5	18	2	0.9	-11
CCOc1ccc(C(=O)NCC(=O)Nc2ccncc2)cc1OCC	-4	1	-15	1	2	4	-1	0.3	0
CCCn1c(=O)c2c(nc3n2CCS3)n(C)c1=O	-13	17	5	2	-10	0	-1	0.2	-2
O=C(NCc1ccco1)/C(=C\c1ccco1)NC(=O)c1ccco1	13	-7	-15	10	-19	-24	0	1.2	-1
COCCn1c(=S)[nH]c2cc(C(=O)N3CCc4ccccc4C3)ccc2c1=O	-8	-7	-9	33	8	-28	-1	0.5	-4
COc1ccccc1N(CC(=O)NCc1ccccc1)C(=O)CCC(=O)Nc1ccccn1	-4	0	14	3	7	9	-8	0.5	0
COCc1cc(C)nc2oc(C(=O)c3ccccc3)c(N)c12	12	-12	-8	0	0	1	-2	4.3	-5
O=C(NCCO)C(=O)Nc1cc2c3c(c1)CCC(=O)N3CCC2	9	-6	-11	1	-8	-7	-10	1.1	-3
Cn1cnc(Sc2ncnc3nc[nH]c23)c1[N+](=O)[O-]	12	3	4	8	-3	8	-3	5.5	-4
CSc1ncccc1C(=O)OCC(=O)c1ccccc1Br	11	-18	-8	-3	-10	-16	-12	0.9	-6
Cc1cc(C)c2c(=O)[nH]c(SCC(=O)N3CCCCC3)nc2n1	-6	6	14	15	11	0	-3	-0.4	-2
COC(=O)Cn1c(=O)c2c(nc3n2CCCN3Cc2ccccc2)n(C)c1=O	2	-1	-3	1	-18	-13	-8	1.6	-1
CCOC(=O)C1CCCN(C(=O)COc2ccc(S(=O)(=O)N(CC)c3ccccc3)cc2)C1 (stereo not drawn)	-9	-2	-5	0	12	3	-5	1.4	-2
CN1CCN(C(=O)c2cc3nc(-c4ccccc4)cc(C(F)(F)F)n3n2)CC1	11	-14	-8	3	9	-1	-6	3.3	-3
Cc1ccc(NC(=O)CSc2nc(CSc3ccc(C)cc3)cc(=O)[nH]2)cc1	-16	12	7	-1	-3	-10	-9	0.2	-4
COc1ccc(NCC(=O)Nc2ccc(Cl)cc2C)c(OC)c1	3	-10	-7	0	-1	9	1	0.7	-7
CCNc1ccc(C(=O)OCC(=O)N2CCCC2)cc1[N+](=O)[O-]	6	-4	-1	-1	-8	-7	-3	0.3	-6
CN1CCN(c2ccc(Cl)cc2NC(=O)CC2OC(=O)c3ccccc32)CC1 (stereo not drawn)	-1	-23	1	3	-5	1	0	2.3	-5
CCOC(=O)c1ccc(N2CCN(c3ccccc3F)CC2)c(NC(=O)Nc2cccc(OC)c2)c1	-5	16	41*	10	32*	69*	-6	6.1	1
O=C(CCNC(=O)c1ccco1)Nc1ccccc1OC(F)F	11	-10	-10	-2	-17	1	-2	1.1	-2
COc1cc(C(=O)NCCc2cc3c(OC)ccc(OC)c3[nH]c2=O)cc(OC)c1OC	-11	-2	-2	5	4	-2	-9	1.0	-4
